Screening data as filed in PubChem.
TEAD-YAP block: TEAD-YAP interaction inhibition; HEK-TIYL cells, TEAD-Gal4/YAP UAS-luciferase luminescence; inhibition, % at 9.12 µM; actives 1.4% (n = 640,000); AID 1259422; in the data active = inhibition above about 32%;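 also: 0% = median of test compound wells and 100% = reference inhibitor wells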
FBW7 activator: human FBW7 E3 ligase activation, primary screen. normalized activity (activation), % at 26.1 µM. actives 0.13% (n = 650,000). AlphaScreen FBW7–phospho-cyclin E peptide binding, activator screen. Q969H0; in the data active = normalized activity above about 1.9%;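 also: purified mutant Fbw7 with reduced substrate affinity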
Target sequence (Q969H0 whole entry, looked up): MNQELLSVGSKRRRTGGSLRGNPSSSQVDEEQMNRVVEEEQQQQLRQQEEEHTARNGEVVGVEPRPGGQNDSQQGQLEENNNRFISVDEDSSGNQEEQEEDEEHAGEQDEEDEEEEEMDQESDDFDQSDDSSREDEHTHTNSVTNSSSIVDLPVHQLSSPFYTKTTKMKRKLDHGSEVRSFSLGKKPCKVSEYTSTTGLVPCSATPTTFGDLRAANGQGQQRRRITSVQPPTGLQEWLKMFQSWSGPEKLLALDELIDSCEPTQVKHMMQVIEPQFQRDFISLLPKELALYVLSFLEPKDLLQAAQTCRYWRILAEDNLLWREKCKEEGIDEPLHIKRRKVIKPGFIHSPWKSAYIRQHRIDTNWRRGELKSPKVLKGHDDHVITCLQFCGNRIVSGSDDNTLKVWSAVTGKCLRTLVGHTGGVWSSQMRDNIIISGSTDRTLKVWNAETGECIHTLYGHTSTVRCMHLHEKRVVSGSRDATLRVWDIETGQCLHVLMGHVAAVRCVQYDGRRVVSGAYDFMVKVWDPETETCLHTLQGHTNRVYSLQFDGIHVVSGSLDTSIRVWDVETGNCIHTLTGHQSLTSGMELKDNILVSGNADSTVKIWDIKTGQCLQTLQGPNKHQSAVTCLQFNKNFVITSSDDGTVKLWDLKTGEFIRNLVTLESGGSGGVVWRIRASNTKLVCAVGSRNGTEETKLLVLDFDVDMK
GPR151 activ: activates the human receptor GPR151 | Q8TDV0 | PathHunter beta-arrestin GPR151 cells, luminescence | activation, % at 11.2 µM | actives 1% (n = 650,000); in the data active = activation above about 4.9%;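 also: 0% = median of compound wells and 100% = cells with positive control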
Target sequence (Q8TDV0 whole entry, looked up): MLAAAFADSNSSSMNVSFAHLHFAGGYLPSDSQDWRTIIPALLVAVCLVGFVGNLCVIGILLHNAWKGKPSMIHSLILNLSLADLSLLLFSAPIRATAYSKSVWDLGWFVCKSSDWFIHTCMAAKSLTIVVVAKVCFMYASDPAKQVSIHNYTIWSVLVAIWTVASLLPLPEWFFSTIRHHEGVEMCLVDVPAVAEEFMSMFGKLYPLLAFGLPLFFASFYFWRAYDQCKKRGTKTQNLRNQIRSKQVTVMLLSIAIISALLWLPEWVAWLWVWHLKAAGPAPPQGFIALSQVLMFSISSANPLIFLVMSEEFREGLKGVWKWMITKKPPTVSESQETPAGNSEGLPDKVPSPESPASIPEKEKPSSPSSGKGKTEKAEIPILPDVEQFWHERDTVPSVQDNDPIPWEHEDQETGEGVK
MITF primary: inhibitors of human MITF | actives 0.91% (n = 650,000) | AID 1259374 | inhibition, % at 2.6 µM | AlphaScreen MITF homodimerization, bead proximity signal | O75030; in the data active = inhibition above about 50%;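 also: 0% = vehicle wells with protein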
The depositor's hits bear a star.

nr	canonical_smiles	GPR151 activ	TEAD-YAP block
1	COc1ccc(-c2cc(C(F)(F)F)n3nc(C(=O)N4CCOCC4)c(Cl)c3n2)cc1	-1.1	-10
2	c1ccc(-c2[nH]ncc2CN2CCc3nnc(-c4ccccc4)n3CC2)cc1	1.3	4
3	O=C1C2CC=C(Cl)CC2C(=O)N1c1ccc(S(=O)(=O)Nc2nccs2)cc1 (stereo not given)	0.3	9
4	CCc1csc2ncc(C(=O)N3CCSC3(C)C)c(=O)n12	0.1	-1
5	COc1ccc(S(=O)(=O)CCC(=O)NC2CCCCC2)cc1	0.1	1
6	CC1(C)CC(NC(=O)CSc2ccccc2)CC(C)(C)N1	1.0	2
7	OCC1(CC2CCCCO2)CCN(Cc2cc3ccccc3o2)CC1 (stereo not given)	0.7	4
8	O=C(Nc1ccc(Br)cc1)c1cccc(S(=O)(=O)Nc2cccc([N+](=O)[O-])c2)c1	-0.5	8
9	O=c1ccc2cc(S(=O)(=O)N3CCC(Cc4ccccc4)CC3)ccc2o1	0.6	-5
10	CCOC(=O)C1=C(C)NC(=O)CC1c1ccncc1 (stereo not given)	-1.5	3

nr	MITF primary	FBW7 activator
1	0	0.1
2	6	0.1
3	3	-0.1
4	-3	-0.1
5	0	0.0
6	3	0.1
7	13	0.2
8	9	0.0
9	-11	-0.1
10	12	0.2

The list goes on.
nr	canonical_smiles	GPR151 activ	TEAD-YAP block
11	O=C(N1CCc2ccccc2C1)N1c2ccccc2Sc2ccccc21	2.0	26
12	O=S(=O)(Nc1ccc(-c2csc(-c3ccccc3)n2)cc1)c1ccc(Cl)cc1	0.8	2
13	C=CCc1ccccc1OCC(=O)N/N=C/c1ccc([N+](=O)[O-])cc1	1.3	33*
14	COc1cc(-c2nc(C=Nc3ccc(C)cc3)c(O)o2)cc(OC)c1OC	0.3	-1
15	COCCNC(=O)c1ccc(-n2c(SCC(=O)NCCc3ccccc3)nc3ccccc3c2=O)cc1	1.9	-1
16	O=C(CN1CCOCC1)N=Nc1c(O)[nH]c2ccc(Br)cc12	0.9	4
17	CCCS(=O)(=O)N1CCN(C(=O)c2ccccc2)CC1	0.1	-8
18	Cc1ccc2occ(CN3CCC4(CC3)CC4C(=O)N(C)Cc3nonc3C)c(=O)c2c1 (stereo not given)	-1.7	4
19	CN(C)c1ccc(/C=C2\C(=O)N(c3ccccc3)N=C2C(=O)O)cc1	-0.6	10
20	CCN(CC)C(=O)C1Sc2nnc(C)n2NC1c1ccccc1 (stereo not given)	2.9	-6

nr	MITF primary	FBW7 activator
11	4	-0.1
12	-3	-0.2
13	15	0.0
14	12	-0.1
15	0	-0.1
16	-1	0.1
17	13	0.0
18	1	-0.1
19	16	0.1
20	-2	-0.1

The list continues:
nr	canonical_smiles	GPR151 activ	TEAD-YAP block
21	O=C(Nc1cccc([N+](=O)[O-])c1)c1ccc(Br)o1	-1.9	-13
22	CCOC(=O)C1CCN(C(=O)C2CCN(c3c(C#N)cnc4cc(OC)c(OC)cc34)CC2)CC1	-1.5	12
23	CN(Cc1ccccn1)C(=O)c1cc(Cc2ccc(F)cc2)no1	0.6	-7
24	Nc1cccc2c1C(=O)N(C(=O)/C=C/c1cccc(Br)c1)C2=O	1.4	9
25	O=C(NCc1ccco1)c1cc(-c2cccs2)on1	-0.5	-69
26	O=C(O)c1cc(Cl)c(Cl)cc1C(=O)Nc1cccnc1	0.3	5
27	O=C(NCc1ccccc1)c1ccc2nc(Nc3nccc4ccccc34)sc2c1	-0.4	-46
28	O=C(N[C@H]1C[C@H]2C(=O)N[C@H](Cc3ccccc3)C(=O)N2C1)c1ccccc1Cl	-0.5	6
29	Cc1nn2c3c(cnc2c1-c1ccccc1)C(=O)CC(C)C3 (stereo not given)	0.0	11
30	O=C(COc1ccc(S(=O)(=O)Nc2ccccc2)cc1)N1CCOCC1	-0.8	4

nr	MITF primary	FBW7 activator
21	-7	0.6
22	-6	-0.2
23	12	0.3
24	-1	-0.3
25	6	0.0
26	-5	0.1
27	-6	0.2
28	17	0.0
29	23	0.1
30	10	0.9

Going on with the list.
nr	canonical_smiles	GPR151 activ	TEAD-YAP block
31	COc1ccccc1C(=O)N/N=C(\N)c1cc2c(ccc3ccccc32)oc1=O	-0.5	1
32	CC(C)N1CCC2=C(C1)C1(C(=O)Nc3ccccc31)C(C#N)(C#N)C(N)=C2C#N (stereo not given)	-1.0	4
33	CN(C)c1ccc(/C=C(\C#N)C(=O)OCC(=O)NC(=O)NC2CCCCC2)cc1	0.5	-1
34	COc1ccc(C(=O)Nc2ccc(-c3cn[nH]c3)cc2N2CCC(N(C)C)CC2)cc1	0.0	4
35	CCCCC1OC23CCCCC2C(C#N)(C(=N)O3)C1(C#N)C#N (stereo not given)	0.5	2
36	O=C(O)CCCNc1nc(Cl)nc(N2CCCCC2)n1	-0.5	0
37	Cn1c(C(=O)O)c(CNC2CCCCCC2)c2ccccc21	0.9	5
38	O=C(NCCOc1ccccc1)c1ccccc1	-3.7	-5
39	C=CCN(C(=O)c1csnn1)C(C(=O)NCc1ccc(F)cc1)c1ccccn1 (stereo not given)	1.0	6
40	CSc1cccc(NC(=O)CCc2nc3cccnc3n2Cc2cccs2)c1	3.0	1

nr	MITF primary	FBW7 activator
31	-7	0.1
32	9	0.0
33	2	-0.1
34	12	-0.1
35	13	0.5
36	7	0.1
37	-2	0.0
38	14	0.3
39	-9	-0.2
40	-9	0.0

More records:
nr	canonical_smiles	GPR151 activ	TEAD-YAP block
41	Cc1ccc(NS(=O)(=O)c2cc(S(=O)(=O)Nc3ccc(C)cc3C)c3cccc4c3c2NC4=O)c(C)c1	-1.2	-15
42	CSc1ccc(Cl)c(C(=O)OCC(=O)NC(=O)Nc2ccc3c(c2)OCCO3)c1	-1.6	-27
43	CC(C)N(C(=O)c1cc([N+](=O)[O-])cc([N+](=O)[O-])c1)C(C)C	-0.9	-7
44	CCN(CC)S(=O)(=O)c1ccc(S(=O)(=O)NC(C(=O)OC)C(C)C)cc1 (stereo not given)	2.8	5
45	COCCCn1c(=O)c2sccc2n2c(CCCC(=O)NCCNC(C)=O)nnc12	-1.4	15
46	O=C1C(C=Nc2ccc3c(c2)CCC3)=C(O)c2ccccc21	0.4	49*
47	COCCNc1nccn2c(-c3cccc4cccnc34)cnc12	1.1	-5
48	COc1ccc(C2C3=C(CC(C)(C)CC3=O)Nc3nc(-c4ccccc4)nn32)cc1O (stereo not given)	0.1	3
49	CN1C(=O)/C(=C/c2ccc(Cl)cc2)N(C)C1=S	0.0	-5
50	N#C/C(=C\c1ccccc1Cl)c1nc(-c2cc3cc(Br)ccc3oc2=O)cs1	1.2	9

nr	MITF primary	FBW7 activator
41	10	0.4
42	-5	0.0
43	-4	-0.1
44	2	-0.1
45	3	0.2
46	2	-0.1
47	-9	-0.1
48	0	-0.1
49	6	0.5
50	-1	-0.1

(listing goes on)
nr	canonical_smiles	GPR151 activ	TEAD-YAP block
51	Oc1ccc(I)nc1CCc1ccccc1	0.2	0
52	C=CCN1C(=O)/C(=C/c2ccc(OCC(=O)OCC)c(OCC)c2)C(=O)NC1=S	-1.3	7
53	COc1ccc(C(CC#N)C2CCOC(C)(C)C2)cc1 (stereo not given)	2.1	2
54	Cc1ccc(C)c(CSc2nc3nc(C)cc(C)n3n2)c1	0.5	-11
55	CC(C)c1cc(CN2CCC(n3nccc3NC(=O)C3CCCC3)CC2)[nH]n1	0.2	6
56	C=CCn1c(SCC(N)=O)nc2c1c(=O)[nH]c(=O)n2C	0.9	-6
57	COc1ccc(C)cc1NC(=O)Nc1ccc([N+](=O)[O-])cc1OC	-1.2	25
58	Cc1cc2cc(CNC(=O)/C=C\c3ccc4c(c3)OCO4)ccc2n1C	0.7	8
59	COc1ccc(CCc2nnc(CCC(=O)NCC3CC34CCCCC4)o2)cc1 (stereo not given)	-1.4	-17
60	CC1(C)CC(=O)C2=C(C1)N(c1ccc(O)cc1)C(=O)CC2c1ccc(Cl)cc1 (stereo not given)	0.3	-7

nr	MITF primary	FBW7 activator
51	1	-0.1
52	6	0.1
53	10	0.1
54	2	0.3
55	9	0.1
56	5	0.1
57	6	0.0
58	15	0.2
59	-4	-0.2
60	5	-0.3

Further entries follow:
nr	canonical_smiles	GPR151 activ	TEAD-YAP block
61	COc1cc(C)ccc1OCCOCCOc1ccc(C=O)cc1	0.8	-1
62	CCCNc1nc(N2CCN(c3ccccn3)CC2)nc2c1ncn2CCN1CCCC1=O	0.3	6
63	Cc1ccccc1CN1CCNC(=O)C1CC(=O)N(CCO)Cc1ccccc1 (stereo not given)	2.3	-2
64	CCCn1cc(SCC(=O)Nc2nccs2)c2ccccc21	0.0	17
65	O=C(c1cccs1)N1CCN(C(=O)C2CCCO2)CC1 (stereo not given)	1.2	9
66	COc1cccc(/C=N/NC(=O)COc2cccc(C)c2)c1OC	0.0	12
67	COc1ccc(CCN(C)C2CCCN(Cc3cnc(SC)nc3)C2)cc1OC (stereo not given)	-0.4	-4
68	O=C(N/C(=C\c1ccc(OCc2ccccc2)cc1)C(=O)N1CC2CC(C1)c1cccc(=O)n1C2)c1ccccc1 (stereo not given)	-0.7	11
69	Cc1ccc(S(=O)(=O)C2(C(=O)Nc3cccc(Cl)c3)CC2)cc1	0.2	2
70	CCOc1ccccc1NC(=O)CSc1nc2cc3c(cc2cc1C#N)OCO3	0.0	31

nr	MITF primary	FBW7 activator
61	10	0.1
62	2	0.2
63	-2	0.1
64	-3	0.3
65	14	-0.3
66	1	0.1
67	8	0.2
68	-2	0.1
69	9	0.3
70	-14	-0.1

Next part.
nr	canonical_smiles	GPR151 activ	TEAD-YAP block
71	c1cncc(Nc2nc(Nc3ccc(N4CCOCC4)cc3)c3ncn(C4CCCCC4)c3n2)c1	0.1	37*
72	CCC(=O)N(C)C(Cc1ccc(F)cc1F)C1CCN(C(=O)C2=NNC(=O)CC2)CC1 (stereo not given)	0.3	0
73	CC1CN(CCOc2ccc3ccccc3c2)CC(C)O1 (stereo not given)	-0.8	-11
74	COc1cc2nc(NCc3ccc4c(c3)OCO4)nc(Nc3cc(OC)c(OC)c(OC)c3)c2cc1OC	-1.0	7
75	O=C(/C=C/c1ccccc1)NNC(=O)C(c1ccccc1)c1ccccc1	1.7	-2
76	CCC(=O)N(Cc1cc2cc(OC)ccc2[nH]c1=O)c1ccccc1OC	1.2	6
77	Cc1cccc(C(=O)OCC(=O)N(C(C)C)C(C)C)c1C	-1.6	6
78	Cc1cc(=O)oc2cc(OC(C)C(=O)NC3CCCC3)ccc12 (stereo not given)	2.8	2
79	CCCCN1C(=S)SC(N(O)C(=O)Nc2ccccc2)C1(C)C (stereo not given)	0.1	5
80	O=C(Cn1c(=O)[nH]c2ccsc2c1=O)Nc1ccc(F)cc1	0.1	1

nr	MITF primary	FBW7 activator
71	9	-0.2
72	10	0.2
73	30	0.3
74	7	0.0
75	13	0.2
76	13	0.7
77	16	0.5
78	-1	-0.2
79	2	0.3
80	15	-0.1

Next section
nr	canonical_smiles	GPR151 activ	TEAD-YAP block
81	CCOC(=O)N1CCN(c2c(NCCCN(C)c3ccccc3)c(=O)c2=O)CC1	0.0	-5
82	CCOc1ccc(NS(=O)(=O)c2cc(Cl)ccc2OC)cc1	0.6	0
83	O=C(COc1ccc([N+](=O)[O-])cc1Cl)c1ccccc1	-1.0	-3
84	O=S(=O)(NCC(c1ccsc1)N1CCCC1)c1ccccc1 (stereo not given)	-0.8	-9
85	O=[N+]([O-])c1ccc(N2CCN(S(=O)(=O)Cc3ccccc3)CC2)cc1NCc1ccc(Cl)cc1	-1.2	-13
86	Cc1ccc(-n2nc3ccc(NC(=S)NC(=O)c4oc5ccccc5c4C)cc3n2)cc1	-1.1	-1
87	Cn1c(N2CCCC(C(=O)NCCc3cccc(F)c3)C2)nc2ccccc21 (stereo not given)	-0.6	1
88	CCOC(=O)N/N=C(\c1ccccc1)C(O)c1ccccc1 (stereo not given)	0.6	-7
89	CCN(C(=O)COC(=O)c1cc(O)[nH]c(=O)c1)c1cccc2ccccc12	0.8	-6
90	COc1ccccc1NC(=O)N(Cc1nc2ccccc2c(=O)[nH]1)Cc1cccs1	-0.5	3
91	COc1ccccc1CN1Cc2cc3cc4c(cc3nc2OCC1=O)OCO4	-0.8	-6
92	CC1=C(C(=O)OC2CCCC2)C(c2cccs2)C2=C(CCCC2=O)N1 (stereo not given)	-0.4	-5
93	COCCNC(=O)CN(C1CCCCC1)S(=O)(=O)c1ccc(Br)cc1	1.0	-2

nr	MITF primary	FBW7 activator
81	3	0.1
82	4	-0.1
83	4	0.1
84	0	0.0
85	7	-0.1
86	-17	0.0
87	20	0.0
88	5	-0.1
89	10	0.2
90	19	0.0
91	-19	0.0
92	1	-0.2
93	-9	0.3

Laid out differently: 6 of the compounds above
| cpd | smiles | GPR151 activ | TEAD-YAP block | MITF primary | FBW7 activator |
| --- | --- | --- | --- | --- | --- |
| 88 | CCOC(=O)N/N=C(\c1ccccc1)C(O)c1ccccc1 (stereo not given) | 0.6 | -7 | 5 | -0.1 |
| 89 | CCN(C(=O)COC(=O)c1cc(O)[nH]c(=O)c1)c1cccc2ccccc12 | 0.8 | -6 | 10 | 0.2 |
| 90 | COc1ccccc1NC(=O)N(Cc1nc2ccccc2c(=O)[nH]1)Cc1cccs1 | -0.5 | 3 | 19 | 0.0 |
| 91 | COc1ccccc1CN1Cc2cc3cc4c(cc3nc2OCC1=O)OCO4 | -0.8 | -6 | -19 | 0.0 |
| 92 | CC1=C(C(=O)OC2CCCC2)C(c2cccs2)C2=C(CCCC2=O)N1 (stereo not given) | -0.4 | -5 | 1 | -0.2 |
| 93 | COCCNC(=O)CN(C1CCCCC1)S(=O)(=O)c1ccc(Br)cc1 | 1.0 | -2 | -9 | 0.3 |
